NCOA2 inhibitor = human SRC2 (NCOA2) inhibition; Q15596; HEK293 GAL4-SRC2 luciferase reporter, luminescence; inhibition, % at 9 µM; 0.17% of 370,000 active; AID 651957;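 active = inhibition above the mean inhibition of all tested compounds plus 3 SD, set per campaign, cut at about 52% in these data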;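 also: 0% = DMSO treated cells and 100% = cells given Gossypol at 36 µM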
LRH-1 inv ag = suppresses constitutive activity of human LRH-1; O00482; HEK293T StAR-luciferase reporter, LRH-1 transfected, 24 h; inhibition, % at 3.6 µM; 0.13% of 360,000 active;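 active = inhibition above the mean inhibition of all tested compounds plus 3 SD, cut at about 73% in these data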;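 also: 0% = DMSO wells and 100% = reporter-only cells lacking LRH-1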
Target sequence (O00482 whole entry, looked up): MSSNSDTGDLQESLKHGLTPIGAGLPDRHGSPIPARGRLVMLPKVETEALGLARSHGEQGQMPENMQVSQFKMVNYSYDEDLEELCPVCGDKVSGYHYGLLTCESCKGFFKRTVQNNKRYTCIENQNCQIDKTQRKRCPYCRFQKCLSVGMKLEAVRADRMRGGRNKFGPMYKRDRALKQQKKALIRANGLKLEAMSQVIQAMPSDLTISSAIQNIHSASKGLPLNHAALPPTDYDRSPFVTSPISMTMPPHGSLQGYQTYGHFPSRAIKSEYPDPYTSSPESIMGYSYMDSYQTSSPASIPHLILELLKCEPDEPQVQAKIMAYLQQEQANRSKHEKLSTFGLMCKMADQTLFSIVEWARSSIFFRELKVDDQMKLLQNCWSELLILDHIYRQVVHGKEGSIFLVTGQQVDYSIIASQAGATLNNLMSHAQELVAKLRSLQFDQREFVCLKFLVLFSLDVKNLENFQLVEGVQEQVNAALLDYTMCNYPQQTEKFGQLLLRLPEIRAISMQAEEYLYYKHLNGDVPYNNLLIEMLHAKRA
NOD2-RIPK2 inh = NOD2-RIPK2 protein interaction inhibition; O43353; AID 624267; inhibition, % at 4.98 µM; 0.38% of 360,000 active; CHO BLA complementation NOD2-RIPK2, CCF4 ratio; in the data active = inhibition above about 21%;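 also: 0% = vehicle only and 100% = reference blocker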
Target sequence (O43353 whole entry, looked up): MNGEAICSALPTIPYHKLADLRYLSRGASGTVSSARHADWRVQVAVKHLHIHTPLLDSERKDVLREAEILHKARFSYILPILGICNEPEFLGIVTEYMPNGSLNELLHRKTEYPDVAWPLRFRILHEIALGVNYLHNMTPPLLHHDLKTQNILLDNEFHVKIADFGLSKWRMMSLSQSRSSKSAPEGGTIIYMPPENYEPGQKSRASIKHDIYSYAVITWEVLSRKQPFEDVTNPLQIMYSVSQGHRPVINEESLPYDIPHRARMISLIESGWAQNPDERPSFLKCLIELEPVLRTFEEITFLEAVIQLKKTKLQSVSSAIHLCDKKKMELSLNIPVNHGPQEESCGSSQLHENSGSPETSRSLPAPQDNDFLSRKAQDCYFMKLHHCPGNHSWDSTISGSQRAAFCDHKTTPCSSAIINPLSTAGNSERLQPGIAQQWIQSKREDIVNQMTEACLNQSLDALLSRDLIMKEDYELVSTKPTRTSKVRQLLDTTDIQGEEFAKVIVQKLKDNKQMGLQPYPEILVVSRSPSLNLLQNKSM
MC4R ag barr = agonists of human melanocortin 4 receptor (MC4R) beta-arrestin | P32245 | U2OS MC4R beta-arrestin complementation, luminescence; percent of melanotan II response, DMSO zero | activation, % at 8.9 µM | 0.98% of 360,000 active;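 active = activation above a per-plate cutoff, the mean activation of sample wells on that plate plus 3 SD, cut at about 8% in these data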
NR2F2 inh = NR2F2 (human) inhibition, primary screen; 0.7% of 370,000 active; HEK293T NGFI-A luciferase reporter, luminescence; AID 686940; P24468; inhibition, % at 8.6 µM;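 active = inhibition above a per-plate cutoff, mean inhibition of test wells between control levels plus 3 SD, cut at about 38% in these data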;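 also: cells cotransfected with COUP-TFII expression vector driving the NGFI-A reporter; 0% = median of COUP-TF2 test wells and 100% = reporter-only cells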
NCOA3 inh = human NCOA3 inhibition; 0.17% of 360,000 active; AID 588352; Q9Y6Q9; HEK293 GAL4-SRC3 luciferase reporter, luminescence; inhibition, % at 3.6 µM;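 active = inhibition above a per-campaign cutoff, the mean of all compounds plus 3 SD, cut at about 60% in these data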;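 also: 0% = DMSO-treated cells and 100% = gossypol-treated cells at 36 µM; higher means less SRC3-driven luciferase light from the GAL4 reporter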
LMP1 NFkB inh = Epstein-Barr LMP1 NF-kappaB reporter inhibition; 0.69% of 350,000 active; LMP1-induced NF-kappaB luciferase reporter cells, luminescence; inhibition, % at 12.5 µM; in the data active = inhibition above about 41%;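 also: 0% = neutral control wells and 100% = reference inhibitor control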
TLR9-MyD88 block = TLR9-MyD88 interaction inhibition; Q9NR96+Q99836; inhibition, % at 4.98 µM; CHO BLA complementation TLR9-MyD88, CCF4 FRET ratio; 0.21% of 340,000 active;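 active = inhibition above the mean over all tested compounds plus 3 SD, cut at about 21% in these data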;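 also: 0% = DMSO only wells and 100% = clavulanate BLA inhibitor control wells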
SRC1 inh = human NCOA1 inhibition; Q15788; HEK293 GAL4-SRC1 luciferase reporter, luminescence; inhibition, % at 3.6 µM; 0.12% of 360,000 active;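 active = inhibition above the campaign mean plus 3 SD, with each screening campaign given its own cutoff, cut at about 60% in these data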;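 also: 0% = DMSO treated cells and 100% = gossypol at 36 µM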
ABHD5-PLIN5 inh = blocks binding of human ABHD5 to perilipin-5 | AID 602281 | Q00G26+Q8WTS1 | Split G. princeps luciferase complementation, luminescence, 4 h | 0.78% of 360,000 active | inhibition, % at 4 µM;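 active = inhibition above the mean inhibition across every tested compound plus 3 SD, cut at about 22% in these data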;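 also: 0% = DMSO only wells and the 100% control is not disclosed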
MC4R antagonist = antagonists of human melanocortin 4 receptor (MC4R); 0.48% of 360,000 active; AID 540295; inhibition, % at 6.5 µM; MC4R-expressing cells, MTII-stimulated cAMP, LANCE TR-FRET; P32245;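 active = inhibition above its plate's cutoff, the mean of tested wells on that plate plus 3 SD, cut at about 29% in these data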;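 also: 0% = Melanotan II alone and 100% = Melanotan II plus saturating MCL0020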
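material = U2OS cells stably expressing human melanocortin 4 receptor (MC4R) | also added = Melanotan II challenge | dosing = single nominal compound dose of 6.5 µM | detection = TR-FRET with Eu-cAMP and labeled anti-cAMP, 671 nm | replication = singlicate | timing = compound 30 min, challenge 1 h, detection 1 h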
* = called active by the depositor; nt = not tested or not shown.

SMILES	NCOA2 inhibitor	LRH-1 inv ag	NOD2-RIPK2 inh	MC4R ag barr	NR2F2 inh	NCOA3 inh	LMP1 NFkB inh	TLR9-MyD88 block	SRC1 inh	ABHD5-PLIN5 inh	MC4R antagonist
CCc1ccc(S(=O)(=O)Nc2nnc(N)s2)cc1	22	1	-1	0.9	-2	-1	-11	4	-3	-4	2
O=S(=O)(c1ccc(F)cc1)N1CCN(C(=S)NCc2ccccc2)CC1	14	3	-11	0.9	2	3	-6	1	0	8	1
COCc1ccc(CN2CCCC(CCC(=O)NCc3ccc(C)o3)C2)o1 (configuration not stated)	-36	3	-1	2.8	-22	3	-8	4	2	3	10
CC(C)n1nc(C(=O)NCc2ccc3c(c2)OCO3)c2ccccc2c1=O	-25	6	-1	-2.6	22	9	2	-3	8	4	10
CS(=O)(=O)N(CC(=O)NCC1CCCO1)c1cc(Cl)cc(Cl)c1 (configuration not stated)	-6	-7	-7	-1.0	3	12	-5	-2	-17	1	3
CC(C)(C)n1nnnc1C(c1ccnc2ccccc12)N1CCN(C/C=C/c2ccccc2)CC1 (configuration not stated)	-10	-5	5	nt	-6	-21	nt	nt	19	6	nt
COc1cccc(NCc2nnc(SCC(=O)NC3CCS(=O)(=O)C3)n2C2CCCCC2)c1 (configuration not stated)	-29	2	-7	0.1	15	-4	-2	8	-3	4	1
COC(=O)c1c(N(S(C)(=O)=O)S(C)(=O)=O)sc2c1CCN(c1ncc(C(F)(F)F)cc1Cl)C2	4	3	-12	1.8	13	4	4	1	14	-2	0
O=c1[nH]c(C2CCN(S(=O)(=O)c3ccc(C(F)(F)F)cc3)CC2)nc2c1nnn2Cc1ccccc1	1	-4	-10	-0.1	3	8	-7	-10	11	0	-5
O=C(c1cc2cc(Cl)ccc2[nH]1)N1CCN(c2ccc(F)cc2)CC1	10	-5	1	1.5	20	-3	-7	-3	0	0	4
O=C(CC1S/C(=N/N=C/c2cccs2)NC1=O)Nc1ccccc1F (configuration not stated)	-12	0	-6	1.4	10	15	-3	0	-6	1	-3
O=C(CCC(=O)N1CCN(S(=O)(=O)c2ccc(Cl)cc2)CC1)NCc1ccccc1	-5	4	-12	-0.5	6	18	-3	-4	7	3	-2
CCC1CCCCN1CCCNC(=O)CN1C(=O)COc2ccc(S(=O)(=O)N3CCOCC3)cc21 (configuration not stated)	-1	-7	-1	-1.6	7	-15	3	-11	2	-1	4
CC(C)c1nc(NCCO)c(C#N)c2c1CCCC2	25	10	-6	1.5	32	48	31	2	50	11	8
O=C(C1CCN(S(=O)(=O)c2cccc3nsnc23)CC1)N1CCN(c2ccccc2F)CC1	-1	-10	7	1.8	4	13	10	2	-16	0	3
Cc1ccc(S(=O)(=O)N(C)C)cc1NC(=S)Nc1ccc2cn[nH]c2c1	-5	5	0	-0.9	12	-2	12	-11	6	-4	19
CCOC(=O)c1c(C2CC2)csc1NC(=O)COC(=O)c1cc(OC)c(OC)cc1[N+](=O)[O-]	-2	-1	-8	0.0	10	-1	14	7	2	-3	13
COC(=O)c1cn(CC(C)n2c(=O)c3ccccc3n2Cc2cc(C(C)C)no2)nn1 (configuration not stated)	-6	9	11	nt	-9	nt	nt	nt	nt	-3	nt
CCOC(=O)Cn1c(=O)oc2cc(S(=O)(=O)N3CCCC(C)C3)ccc21 (configuration not stated)	-1	-16	7	1.8	-9	-20	10	-3	-4	-3	2
CCOC(=O)c1cc(C#N)c(Nc2ccc(C)cc2)nc1C(F)(F)F	-11	-5	3	5.2	7	15	6	1	12	3	-8
Cc1cc(C)c2nc(NC(=O)c3cc(C)on3)sc2c1	-17	-28	-3	1.1	3	-5	6	4	-16	-4	2
O=C(Cn1cnc2ccc(Cl)cc2c1=O)c1cccs1	-35	-27	4	-1.4	-7	-1	-5	-9	-12	-3	-3
Cc1nc2c(C)cccc2cc1C(=O)N/N=C/c1ccc(C(=O)O)cc1	-9	9	-7	-0.8	9	-4	3	nt	-31	-2	-1
CCOC(=O)C(=Cc1cn(C)c2ccc(S(=O)(=O)N(C)C)cc12)C(=O)OCC	20	-5	2	-4.0	-18	21	3	-18	6	9	-57
COc1ccccc1CCNS(=O)(=O)c1cn(C)c(=O)n(C)c1=O	2	-3	-1	1.3	-3	9	-5	-4	-25	-8	16
More entries
SMILES	NCOA2 inhibitor	LRH-1 inv ag	NOD2-RIPK2 inh	MC4R ag barr	NR2F2 inh	NCOA3 inh	LMP1 NFkB inh	TLR9-MyD88 block	SRC1 inh	ABHD5-PLIN5 inh	MC4R antagonist
CC(N=C1NS(=O)(=O)c2ccccc21)C(=O)N1CCc2ccccc2C1 (configuration not stated)	-12	-8	-1	-1.7	-4	-9	-4	0	-24	3	8
CCOC(=O)C1(CC2CC2)CCN(Cc2cnc(N(C)C)s2)CC1	-5	7	-1	-0.6	6	5	-11	-5	0	-1	10
CSc1nc(C(C)C)ccc1CNC(=O)CC(C)c1ccccc1 (configuration not stated)	5	8	3	-1.0	10	9	-8	2	-6	-7	3
O=C(CSc1ccc(-c2ccc(Cl)cc2)nn1)N1CCCc2ccccc21	-3	-9	-4	-2.5	2	13	-3	-2	0	3	11
O=C(NCc1ccccc1)c1ccc(S(=O)(=O)C(F)F)cc1	-24	17	-8	-1.2	-11	4	-6	2	-19	0	7
Cc1cc(C)cc(NC(=O)NN2C(C)CCCC2C)c1 (configuration not stated)	-10	7	8	-4.3	-4	10	3	3	-17	-6	4
COCCNC(=S)Nc1ccc2nsnc2c1	-28	-11	2	1.1	4	-8	5	-4	5	-20	12
C=CCN1C(=O)C(CC(=O)Nc2ccc(OCCC)cc2)N(CCCN2CCN(Cc3ccccc3)CC2)C1=S (configuration not stated)	-6	-2	2	22*	8	14	-5	6	-2	16	8
CCOC(=O)/C(=N\Nc1cc(C(F)(F)F)ccc1Cl)N(CC)CC	7	12	0	-1.4	-16	10	3	6	-16	-7	12
CC(C)(C)[C@]1(O)CCN2C[C@H]3c4ccccc4CCc4cccc(c43)[C@@H]2C1	-4	-7	-6	3.8	-7	3	26	-14	1	-2	16
Cc1noc(C)c1COC(=O)Cc1ccc(Cl)cc1	-8	-18	-6	-1.2	-14	4	0	6	-12	2	8
COc1cc(C(=O)Nc2c(C)cc(C)cc2C)c([N+](=O)[O-])cc1OC	-6	-7	6	-0.4	21	11	1	10	-8	6	-7
CCCCN(C)C(=O)C1CCC(CNS(=O)(=O)c2ccc3c(c2)CC(C)N3C(=O)C2CC2)CC1 (configuration not stated)	11	4	4	-2.7	29	19	15	-5	6	2	3
O=C(NC1CCCCCC1)c1cc(-c2ccccn2)nc2ccccc12	-5	3	8	-0.3	3	11	-8	5	-8	-7	3
COc1ccc(CN(C)S(=O)(=O)c2nnc(NC(=O)c3cccc(OC)c3)s2)cc1	17	7	10	-0.4	11	-18	-4	2	-3	-4	6
COc1ccc(OC)c(S(=O)(=O)N2CCC(C(=O)NCC3CCCO3)CC2)c1 (configuration not stated)	0	7	7	1.5	15	8	-2	-7	-8	-1	4
Cn1c(=O)n(C)c2cc(/C=N/NC(=O)c3cccc(Br)c3)ccc21	9	-15	-4	-1.9	-9	-25	10	3	-1	-2	5
CCc1cc(CNC(=O)C2CCC(=O)N(CCc3cccc(F)c3)C2)on1 (configuration not stated)	-29	-6	-3	-2.7	-10	9	1	0	4	-2	-1
N#Cc1c(NC(=S)NC(=O)C2CCCC2)sc2c1CCCCC2	1	-22	-4	-2.7	5	-41	-4	3	-43	-9	3
CC(C)(C)C1CCC2(CC1)C(C#N)=C(SCC(=O)Nc1ccccc1)NC(=O)C2C#N (configuration not stated)	-17	-12	-5	2.8	9	19	1	-1	-7	-15	4
CC(=O)Nc1ccc(NC(=O)COC(=O)c2ccccc2SCC(=O)N2CCCC2)cc1	-18	-2	9	-0.1	16	6	-1	8	0	3	0
CN(CCC#N)C(=O)CSc1nnc(-c2ccco2)n1N	18	1	-7	-1.4	-21	6	7	0	7	-3	10
Cc1nc2ccccc2c2oc(C(=O)Nc3ccc(C(C)C)cc3)cc12	-14	-19	-6	27*	3	25	8	10	28	9	3
COc1ccccc1N(CC(=O)NC1CCCCC1)C(=O)CCC(=O)Nc1ccccn1	11	0	-4	0.7	-7	6	-7	0	7	2	-1
COc1cccc(Nc2nnc(Cc3cccnc3)c3ccccc23)c1	-8	15	-2	-1.0	20	-2	1	5	-2	4	3

Fetched by structure from the list above:
SMILES	NCOA2 inhibitor	LRH-1 inv ag	NOD2-RIPK2 inh	MC4R ag barr	NR2F2 inh	NCOA3 inh	LMP1 NFkB inh	TLR9-MyD88 block	SRC1 inh	ABHD5-PLIN5 inh	MC4R antagonist
CSc1nc(C(C)C)ccc1CNC(=O)CC(C)c1ccccc1 (configuration not stated)	5	8	3	-1.0	10	9	-8	2	-6	-7	3
O=C(NC1CCCCCC1)c1cc(-c2ccccn2)nc2ccccc12	-5	3	8	-0.3	3	11	-8	5	-8	-7	3
Cc1cc(C)cc(NC(=O)NN2C(C)CCCC2C)c1 (configuration not stated)	-10	7	8	-4.3	-4	10	3	3	-17	-6	4

Additional entries:
SMILES	NCOA2 inhibitor	LRH-1 inv ag	NOD2-RIPK2 inh	MC4R ag barr	NR2F2 inh	NCOA3 inh	LMP1 NFkB inh	TLR9-MyD88 block	SRC1 inh	ABHD5-PLIN5 inh	MC4R antagonist
N#C/C(=N\Nc1cccc2ccccc12)c1nnc2n1CCCCC2	-30	12	-7	-0.7	-2	1	6	-14	-6	9	2
N/C(=N\OC(=O)C1CCCCC1)c1ccncc1	-33	-4	-1	0.6	18	-1	-17	-2	-24	-3	20
Cc1cc(C)cc(N(CCC(=O)Nc2nnc(C)s2)S(=O)(=O)c2ccc(Cl)cc2)c1	1	0	-1	1.8	0	9	8	0	5	1	3
Cc1nn2c(=O)cc(CSCC(=O)Nc3ccccc3F)nc2s1	-29	0	-10	-3.3	-3	-9	-3	1	12	-2	0
O=C(Cc1ccc(Cl)cc1)NCCS(=O)c1ccc(Cl)cc1 (configuration not stated)	-16	-17	2	-0.3	7	0	3	-3	-4	6	3
COc1cccc(C(=O)Nc2cc(S(=O)(=O)N3CCCCC3)ccc2OC)c1	9	0	-6	-0.9	11	14	7	7	3	5	9
CNC(=O)c1c(Cl)cnn1-c1ccc(C)cc1	-44	-94	2	-2.8	-39	-44	-25	5	-79	3	16
Oc1c(Cl)cc(Oc2cc(Cl)c(O)c(CN3CCOCC3)c2)cc1CN1CCOCC1	-2	7	-10	-2.6	-3	10	18	12	5	1	1
CCCCNc1nc2c(c(=O)n(C)c(=O)n2C)n1Cc1cccc(OC)c1	14	30	0	-2.8	53*	35	25	-2	27	-2	3
CN1C2C(Br)CCCCN2c2ccc(F)cc2S1(=O)=O (configuration not stated)	-18	-11	1	-0.1	-6	11	15	3	-38	-9	11
CCC(c1nnnn1Cc1cccs1)N1CCN(C2CCCC2)CC1 (configuration not stated)	17	12	0	3.0	-10	-5	2	-3	13	-3	2
CCOc1ccccc1CNS(=O)(=O)c1cc(-c2cc(C)no2)ccc1OC	-3	0	-2	-0.7	-15	5	-2	5	3	-3	1

Compound activity deposited in PubChem by several laboratories.

A portion of the library (hit frequency here may not be typical).
